Bioassay records as filed in PubChem.
SENP8 block: blocks the human protease SENP8; purified SENP8, Z-RLRGG-aminoluciferin cleavage, luminescence; inhibition, % at 10 µM; hit rate 1.2% among 330,000
Target sequence (Q96LD8 whole entry, looked up): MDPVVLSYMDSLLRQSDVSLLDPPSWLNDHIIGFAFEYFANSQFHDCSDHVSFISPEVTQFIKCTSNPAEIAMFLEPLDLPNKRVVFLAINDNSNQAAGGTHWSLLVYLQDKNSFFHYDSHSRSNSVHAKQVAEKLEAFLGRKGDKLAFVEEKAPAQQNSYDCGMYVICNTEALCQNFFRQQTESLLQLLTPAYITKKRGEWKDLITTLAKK
Jurkat NFkB inh: lowers PMA/ionomycin-induced NF-kB signal in Jurkat cells; AID 435003; inhibition, % at 4 µM; PMA/ionomycin-induced NF-kB luciferase reporter, luminescence; hit rate 0.53% among 330,000
Apaf-1 inh: human Apaf-1 inhibition. O14727. inhibition, % at 20 µM. hit rate 0.71% among 330,000. reconstituted apoptosome caspase-3 activity, DEVD-Rh110 fluorescence. AID 489030; active = inhibition of at least 40% at 20 µM;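 note: plate controls were DMSO wells for no effect and DEVD-CHO caspase inhibitor wells for full effect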
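Material: reconstituted apoptosome with Apaf-1, cytochrome c, caspase-9, procaspase-3, dATP / Buffer or medium: pH 7.5 Hepes buffer with CHAPS, BSA, DTT / Also added: cytochrome c with DEVD-Rh110 / Schedule: compound with Apaf-1, dATP, procaspase-3 30 min, then 50 min reaction, room temperature / Technique: rhodamine 110 fluorescence at Ex 480/Em 540 nm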
CCR6 antag: blocks CCL20-driven beta-arrestin recruitment at human CCR6 | P51684 | CHO-K1 CCR6 PathHunter beta-arrestin, luminescence, CCL20-stimulated | inhibition, % at 20 µM | hit rate 0.49% among 340,000 | AID 493098;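 active = compounds whose inhibition of the agonist-driven luminescence signal at 20 µM reaches about 50%, limit read from the data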;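 note: cells stimulated with CCL20 at 14 nM final; plate controls were DMSO with CCL20 for no effect and DMSO without agonist for full effect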
Target sequence (P51684 whole entry, looked up): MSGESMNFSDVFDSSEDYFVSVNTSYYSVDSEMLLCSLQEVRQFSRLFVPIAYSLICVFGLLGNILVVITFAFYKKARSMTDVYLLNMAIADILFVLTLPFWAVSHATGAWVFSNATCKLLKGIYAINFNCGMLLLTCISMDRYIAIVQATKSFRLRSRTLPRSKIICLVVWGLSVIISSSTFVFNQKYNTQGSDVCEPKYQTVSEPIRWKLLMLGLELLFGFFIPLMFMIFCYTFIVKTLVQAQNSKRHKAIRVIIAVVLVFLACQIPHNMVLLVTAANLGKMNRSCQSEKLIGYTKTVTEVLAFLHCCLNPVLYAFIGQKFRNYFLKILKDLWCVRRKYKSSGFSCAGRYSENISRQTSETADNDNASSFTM
697 NFkB inh: lowers PMA/ionomycin-induced NF-kB signal in 697 B cells. 697 B-cell NF-kB luciferase reporter, 16 h. hit rate 0.33% among 330,000. inhibition, % at 4 µM; in the data active = inhibition above about 35%
Gli-Sufu block: antagonists of Gli-Sufu signaling. inhibition, % at 5 µM. hit rate 0.74% among 340,000. Sufu-KO-LIGHT fibroblasts, Gli luciferase reporter luminescence;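 active = inhibition above about 55%, limit read from the data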;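 note: 0% = DMSO-treated cells and 100% = wells with medium but no cells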
UBC13 polyUb: inhibitors of human UBC13 polyubiquitin chain formation. TR-FRET. AID 485273. P61088. hit rate 0.47% among 330,000. inhibition, % at 20 µM; in the data active = inhibition above about 45%, passing the limit was not always enough
EBI2 antag: antagonists of human EBI2 receptor; P32249; AID 651636; inhibition, % at 5 µM; hit rate 0.81% among 360,000; EBI2 beta-arrestin recruitment, luminescence, 7a,25-OHC stimulated; in the data active = inhibition above about 38%;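 note: enzyme fragment complementation signal reports receptor beta-arrestin coupling in cells; 0% = agonist plus DMSO wells and 100% = wells without agonist; some results beyond the cut were filed as inactive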
Target sequence (P32249 whole entry, looked up, the tested form may be a part): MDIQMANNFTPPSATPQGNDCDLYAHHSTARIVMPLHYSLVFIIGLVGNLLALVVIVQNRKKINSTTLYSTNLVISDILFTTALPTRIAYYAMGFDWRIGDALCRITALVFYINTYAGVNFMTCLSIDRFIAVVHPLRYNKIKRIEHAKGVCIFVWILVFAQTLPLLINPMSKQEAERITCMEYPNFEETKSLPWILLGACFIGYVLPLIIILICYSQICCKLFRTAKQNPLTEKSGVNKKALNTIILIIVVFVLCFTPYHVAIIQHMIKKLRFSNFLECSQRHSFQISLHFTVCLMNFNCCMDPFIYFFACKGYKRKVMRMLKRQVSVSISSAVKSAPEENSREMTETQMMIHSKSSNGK
Numbers without * were called inactive. Cut-off read from the data, not from the text of the source, unless noted: active = inhibition above about 50%; inactive = the rest.

SMILES	SENP8 block	Jurkat NFkB inh	Apaf-1 inh	CCR6 antag	697 NFkB inh	Gli-Sufu block	UBC13 polyUb	EBI2 antag
O=S(=O)(N/N=C\C=C\c1ccccc1)c1ccc(Br)cc1	1	12	6	18	-3	-8	-9	-1
COCCNC(=O)CN(Cc1ccccc1)C(=O)CCC(=O)Nc1nccs1	3	6	-4	6	10	27	0	-2
CCN(CC(=O)Nc1ccc(NC(C)=O)cc1)C(=O)COc1ccc2ccccc2c1	-15	-8	1	-2	9	-8	-2	-2
Cc1noc(NS(=O)(=O)c2ccc(NC(=O)/C=C/c3ccccc3)cc2)c1C	-1	-10	-3	12	-1	6	-13	-2
CC(C)(C)c1cc[n+](C2=C([O-])c3ccccc3C(=O)/C2=N\S(=O)(=O)c2ccccc2)cc1	42	13	9	-9	-8	0	-84	-5
Cc1ccc2[nH]c(=O)c(CC(=O)O)c(-c3ccccc3)c2c1	1	0	-2	0	2	-1	13	0
Cc1ccc(/C=N/NC(=O)NC2CCCCC2)o1	-2	-6	6	7	-2	-17	1	-5
CCOc1ccc2ncc(S(=O)(=O)c3ccccc3)c(N3CCN(c4ccccc4)CC3)c2c1	3	22	-2	16	5	13	-4	11
O=C(NCCCn1ccnc1)c1cc(-c2cccs2)on1	1	-33	5	3	27	-7	-13	-3
CSc1nc(-c2ccc(N(C)C)cc2)c(C#N)c(=O)n1C	-8	-4	6	22	-25	-16	-6	4
CCOc1ccc(/C=C2\CCc3ccccc3C2=O)cc1	95*	-55	10	9	-159	1	7	3
COc1ccc(N2CCN(C(=O)C3CCN(S(=O)(=O)c4cccs4)CC3)CC2)cc1	-5	-4	1	-4	10	8	4	3

Whole records, looked up by structure. Order of screens: SENP8 block, Jurkat NFkB inh, Apaf-1 inh, CCR6 antag, 697 NFkB inh, Gli-Sufu block, UBC13 polyUb, EBI2 antag
O=S(=O)(N/N=C\C=C\c1ccccc1)c1ccc(Br)cc1 is listed with 1, 12, 6, 18, -3, -8, -9, -1
COc1ccc(N2CCN(C(=O)C3CCN(S(=O)(=O)c4cccs4)CC3)CC2)cc1 is listed with -5, -4, 1, -4, 10, 8, 4, 3

Next part:
SMILES	SENP8 block	Jurkat NFkB inh	Apaf-1 inh	CCR6 antag	697 NFkB inh	Gli-Sufu block	UBC13 polyUb	EBI2 antag
Cc1ccc(CN2C(=O)C3CCCN3c3ncccc32)cc1 (stereo unspecified)	0	10	10	16	-4	1	1	9
CC(OC(=O)c1nsc(Cl)c1Cl)C(=O)NC(C)(C)C (stereo unspecified)	0	5	-2	5	8	-7	-2	0
Cc1nccc(-c2sc(-c3cccs3)nc2C)n1	-9	-51	10	8	-83	-4	11	0
CCCN(C(=O)c1cc(C)ccc1C)c1c(N)n(Cc2ccccc2)c(=O)[nH]c1=O	1	7	-14	6	14	2	11	-3
CCCCSCCCNC(=O)Nc1ccc(CC)cc1	-4	-4	0	6	27	0	11	15
N#Cc1nc(-c2ccccc2)oc1N1CCC(C(N)=O)CC1	-2	-11	2	-5	-31	-14	14	-7
COC(=O)c1ccc(NC(=O)c2cc[n+](Cc3ccccc3)cc2)cc1	-2	0	-9	1	-4	-4	-1	4
CCOC(=O)CN(C(=O)COc1nc(C)cc(C)c1C#N)c1ccc(Cl)cc1	-1	6	-1	9	19	0	11	14
C=CCN(c1ccc(C(=O)N2CCN(c3ccc(F)cc3)CC2)cc1)S(C)(=O)=O	-2	10	3	9	-5	-7	1	10
CCN1/C(=C/C(C)=O)Sc2ccc(OC)cc21	4	-4	-1	-10	8	-3	-8	-3
N#C/C(=C\c1c[nH]c2ccccc12)C(=O)Nc1ncc(Cc2ccc(Cl)cc2Cl)s1	-4	7	17	15	3	1	-17	10
CCOc1cc(C2NC(=O)N(C)C(C)=C2[N+](=O)[O-])ccc1OC(C)=O (stereo unspecified)	7	-1	-11	-9	-17	-6	-12	-7
CCOC(=O)C1C(C)=CC(=O)CC1c1ccco1 (stereo unspecified)	-4	-9	-6	-34	16	-20	-5	-7
O=C(CSc1ncn[nH]1)N(C1CCCCC1)C1CCCCC1	7	7	-4	3	17	10	7	1
Cc1nc2nc(NC(=O)c3ccco3)[nH]n2c(=O)c1C	9	9	-11	9	7	2	2	-19
Cc1ccc(C2C(/C=C3/SC(=S)NC3=O)=C(c3cccs3)Oc3ccccc32)cc1 (stereo unspecified)	4	-6	19	45	10	0	-55	20
C=CCSc1nc2sc(C)c(C)c2c(=O)[nH]1	-8	7	5	1	11	-4	11	-10
C/C(CC(=O)Nc1ccc(N(C)C)cc1)=N\NC(=O)c1ccc(C(C)(C)C)cc1	-8	-27	25	-2	-40	-12	-11	3
CC1=C(C(N)=O)C(c2ccc(Cl)cc2Cl)n2ncnc2N1 (stereo unspecified)	3	-3	-13	13	4	16	-1	-2
O=c1oc(CCCO)cc2ccc(C#Cc3ccsc3)cc12	14	-70	16	-15	-20	-25	16	17
Cc1nnc(SCC(=O)Nc2ccc(Cl)cn2)n1Cc1ccccc1	-6	-6	1	14	0	10	5	-8
O=C1N(Cc2cccc(Cl)c2)C[C@@H]2C[C@@H](c3cccc4cccnc34)N3CCC[C@@]123	4	-19	6	18	8	12	5	5
Cc1ccc(CNS(=O)(=O)c2cc(F)ccc2CN2C(=O)c3cccnc3C2=O)o1	2	8	-3	6	7	9	-1	-2
CCCCOCCCNC(=O)c1cccs1	0	4	0	4	-3	-19	-2	-5
CCC1Nc2ncnc(N3CCc4ccccc4C3)c2N(Cc2ccc(Cl)cc2)C1=O (stereo unspecified)	-6	-3	36	40	-14	-2	-16	3
CC(NC(=O)c1cc([N+](=O)[O-])cc([N+](=O)[O-])c1)c1ccc(-n2ccnc2)cc1 (stereo unspecified)	1	-1	12	-28	-7	4	-8	-17
COc1ccc(CNC(=O)Cn2cc(C(F)(F)F)ccc2=O)cc1OC	7	5	4	5	-9	9	-1	1
Cc1ccc(C2=N/C(=C\c3cccc(F)c3)C(=O)O2)cc1	-11	-2	-7	0	-22	2	-6	-1
COc1ccccc1NC(=O)NC(=O)N(C(C)C)S(C)(=O)=O	3	-1	8	-6	9	0	8	6
O=C(COn1nnc2ccc(Cl)cc21)NCc1ccccc1	-1	-18	8	30	16	7	-5	9
COc1cc(NC(=S)Nc2ccc(OC(F)F)cc2)cc(OC)c1	-1	6	-22	8	11	-6	19	30
Cc1ccc(C)c(C(C)NC(=O)C2CCCC2)c1 (stereo unspecified)	3	-11	-5	9	-10	-8	-1	-5
Cc1nn(CC(=O)N(C)C2CCS(=O)(=O)C2)c(C)c1S(=O)(=O)N(C)C (stereo unspecified)	-5	-7	-15	0	20	2	9	2
O=c1oc2ccccc2cc1-c1ccc(O)cc1	-6	-64	18	-9	-107	-59	-17	-7
CCS(=O)(=O)N1CCN(C(=O)c2ccccc2)CC1	6	1	-13	3	2	2	10	-5
CN(Cc1nc2ccccc2c(=O)[nH]1)C(=O)c1ccc(NC(=O)CSc2nnnn2C)cc1	0	10	-7	13	14	-1	1	-9
Oc1ccc2ccccc2c1CN1CCN(c2ccccc2F)CC1	2	2	-319	13	5	6	16	2
COc1ccc(Cc2nnc(SCC(=O)Nc3c(C)cccc3C)[nH]c2=O)cc1	-13	13	-7	3	-32	-5	0	2
CSc1ccc(/C=N/NC(=O)c2cccs2)cc1	74*	-134	3	2	-174	-53	5	19
CC(=O)Nc1ccc(NC(=O)c2ccc(OCc3c(C)noc3C)cc2)cc1	-11	0	-5	13	8	1	-15	3
COc1ccccc1CCN=C(N)NS(=O)(=O)c1cc(F)ccc1F	-1	-1	9	15	-28	4	-5	-6
C[C@H](CO)N1C[C@H](C)[C@@H](CN(C)C(=O)Nc2ccc(C(F)(F)F)cc2)Oc2ccc(NC(=O)Nc3ccccc3)cc2C1=O	0	-5	5	9	-2	-6	-2	0
Cc1cccc(NC(=O)CSCC(=O)N(CCC(C)C)c2c(N)n(Cc3ccccc3)c(=O)[nH]c2=O)c1	3	10	12	3	22	7	-3	-2
CN1CCN(Cc2nc(Cc3cccc(F)c3)no2)CC1c1ccccc1 (stereo unspecified)	-10	-4	16	-3	-2	5	-3	4
Fc1ccc(-n2cc(CNCCc3ccncc3)c(-c3ccccc3Cl)n2)cc1	8	-11	-2	12	14	10	14	3
Cc1ccccc1NC(=O)c1sc(Cl)nc1C	2	-2	-8	2	-10	0	8	-3
COC(=O)c1cc(N=Nc2sc(N)nc2C)cc(C(=O)OC)c1	9	39	-30	28	5	-4	-53	11
COc1ccc(C(=O)CCC(=O)N2CCN(c3cccc(Cl)c3)CC2)cc1	-1	3	3	3	1	-5	9	5
O=C(CS(=O)(=O)c1ccccc1)Nc1nnc(Cc2ccccc2)s1	-3	2	1	-3	13	11	-4	-16
Cc1ccc(C(=O)NNC(=O)c2csc(N3CCOCC3)n2)o1	1	6	3	14	16	4	0	1
O=C(c1ccc([N+](=O)[O-])cc1Cl)N1CCN(c2ccccn2)CC1	-2	14	-11	-4	-3	7	-10	-8
O=C(CNC(=O)N1CC(=O)Nc2ccccc21)Nc1ccc(F)c(Cl)c1	-9	-8	11	-12	-29	-27	-3	-3
CCC(=O)N1CCc2cc(S(=O)(=O)CCC(=O)O)ccc21	2	-2	3	-12	7	0	-2	6
Cn1c(CCC(N)=O)nnc1SCC(=O)Nc1ccccc1C(=O)NC1CC1	4	-4	0	-3	12	-3	8	5
Cc1ccc(S(=O)(=O)N(C)CC(=O)OCC(=O)N2CC(=O)Nc3ccccc32)cc1	-1	13	-5	-2	2	-4	-1	-2
CC(OC(=O)C1CC1)C(=O)Nc1cccc(S(=O)(=O)N2CCOCC2)c1 (stereo unspecified)	-1	7	-3	-10	6	-4	10	-6

Molecules from the list above that contain a Cl atom:
SMILES	SENP8 block	Jurkat NFkB inh	Apaf-1 inh	CCR6 antag	697 NFkB inh	Gli-Sufu block	UBC13 polyUb	EBI2 antag
CC(OC(=O)c1nsc(Cl)c1Cl)C(=O)NC(C)(C)C (stereo unspecified)	0	5	-2	5	8	-7	-2	0
CCOC(=O)CN(C(=O)COc1nc(C)cc(C)c1C#N)c1ccc(Cl)cc1	-1	6	-1	9	19	0	11	14
N#C/C(=C\c1c[nH]c2ccccc12)C(=O)Nc1ncc(Cc2ccc(Cl)cc2Cl)s1	-4	7	17	15	3	1	-17	10
CC1=C(C(N)=O)C(c2ccc(Cl)cc2Cl)n2ncnc2N1 (stereo unspecified)	3	-3	-13	13	4	16	-1	-2
Cc1nnc(SCC(=O)Nc2ccc(Cl)cn2)n1Cc1ccccc1	-6	-6	1	14	0	10	5	-8
O=C1N(Cc2cccc(Cl)c2)C[C@@H]2C[C@@H](c3cccc4cccnc34)N3CCC[C@@]123	4	-19	6	18	8	12	5	5
CCC1Nc2ncnc(N3CCc4ccccc4C3)c2N(Cc2ccc(Cl)cc2)C1=O (stereo unspecified)	-6	-3	36	40	-14	-2	-16	3
O=C(COn1nnc2ccc(Cl)cc21)NCc1ccccc1	-1	-18	8	30	16	7	-5	9
Fc1ccc(-n2cc(CNCCc3ccncc3)c(-c3ccccc3Cl)n2)cc1	8	-11	-2	12	14	10	14	3
Cc1ccccc1NC(=O)c1sc(Cl)nc1C	2	-2	-8	2	-10	0	8	-3
COc1ccc(C(=O)CCC(=O)N2CCN(c3cccc(Cl)c3)CC2)cc1	-1	3	3	3	1	-5	9	5
O=C(c1ccc([N+](=O)[O-])cc1Cl)N1CCN(c2ccccn2)CC1	-2	14	-11	-4	-3	7	-10	-8
O=C(CNC(=O)N1CC(=O)Nc2ccccc21)Nc1ccc(F)c(Cl)c1	-9	-8	11	-12	-29	-27	-3	-3

These rows are one share of the data. The share of hits here may be higher or lower than overall.
